Source: PubChem BioAssay (several laboratories)
HIF-2a block: HIF-2a reporter inhibitors, primary screen, luminescence, 786-0 RCC cells | 786-0 RCC cells HIF-2a reporter, luciferase luminescence, overnight | inhibition, % at 18.8 µM | actives 0.72% (n = 360,000);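 active means inhibition of the luminescence signal of 40% or more relative to plate controls, in a single-dose primary screen at 18.75 µM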
NR2E3 ag-1: NR2E3 agonists in two-hybrid cells, primary screen, cell-based, luminescence, CHO-S, Gal4-NCOR/VP16-NR2E3 | luciferase | inhibition of corepressor binding, % at 3.98 µM | actives 0.35% (n = 360,000) | AID 602229, 2012;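 active means inhibition above the mean of all tested compounds plus 3 SD, cut at about 70% in these data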;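 further: 0% = DMSO with NR2E3 transfected cells and 100% = cells lacking NR2E3 construct; higher means lower luciferase signal from less NR2E3 corepressor binding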
Target sequence (Q9Y5X4 whole entry, looked up, the tested form may be a part): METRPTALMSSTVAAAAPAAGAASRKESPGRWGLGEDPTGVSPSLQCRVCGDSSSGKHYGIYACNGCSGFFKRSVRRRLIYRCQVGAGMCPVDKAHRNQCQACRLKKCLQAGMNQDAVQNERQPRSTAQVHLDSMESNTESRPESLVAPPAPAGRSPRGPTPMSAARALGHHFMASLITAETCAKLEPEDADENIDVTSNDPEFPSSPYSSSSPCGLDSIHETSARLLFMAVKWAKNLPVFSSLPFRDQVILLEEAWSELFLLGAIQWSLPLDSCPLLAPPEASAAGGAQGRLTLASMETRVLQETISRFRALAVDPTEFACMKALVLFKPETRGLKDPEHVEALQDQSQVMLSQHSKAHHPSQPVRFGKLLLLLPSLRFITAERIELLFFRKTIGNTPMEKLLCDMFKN
NR2E3 ag-2: inhibitors of NR2E3-RetCOR corepressor binding, primary screen, NR2E3 agonist project, biochemical, TR-FRET, GST-NR2E3, biotin-RetCOR; actives 0.12% (n = 320,000); inhibition of corepressor binding, % at 4.78 µM; Photoreceptor-specific nuclear receptor (Homo sapiens), Q9Y5X4; 1536-well; AID 2300, 2010;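 active means percent inhibition above the cutoff of mean plus 3 SD of all tested compounds, set per screening campaign, cut at about 20% in these data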;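 further: 0% = DMSO wells and 100% = biotin wells as full block of FRET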
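Format: 1536-well format; test system: GST-NR2E3 and biotin-RetCOR proteins; read-out basis: percent inhibition of TR-FRET ratio; timing: 5 h incubation at 4 °C; detection: time-resolved FRET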
CF NFkB inh: inhibitors of PAF-induced NF-kB signaling, primary screen, cell-based, GFP fluorescence, uHTS. KKLEB NF-kB-GFP reporter, GFP fluorescence overnight. inhibition, % at 5 µM. actives 0.86% (n = 360,000);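 active means at least 50% inhibition at 5 µM, scaled per plate between neutral and stimulator controls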;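 further: PAF is a Pseudomonas aeruginosa culture filtrate used as stimulus; plate controls were PAF-stimulated DMSO wells for no effect and unstimulated DMSO wells for full effect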
TWEAK Fn14 block: inhibitors of TWEAK-Fn14 signaling, primary screen, luciferase reporter cells, uHTS; TWEAK-stimulated Fn14 reporter cells, luciferase luminescence, 8 h; inhibition, % at 10 µM; actives 2% (n = 360,000); AID 1159606, 2016; in the data active means inhibition above about 50%
KKLEB cytotox: cytotoxicity in KKLEB CF airway cells, primary screen, cytotoxicity control for CF NF-kB inhibitor project, cell-based, uHTS, fluorescence assay plates; KKLEB CF airway cells viability, ATPlite luminescence, overnight; hits give low values; cells stimulated with P. aeruginosa culture filtrate; activity change (cytotoxicity), % at 5 µM; actives 0.36% (n = 360,000); AID 602141, 2011;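 active means corrected activity change at or below -50% at 5 µM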
aDG glyco up: activators of alpha-DG glycosylation, primary screen, uHTS, Pro5-aDG cells, AlphaScreen. actives 0.22% (n = 360,000). activation, % at 10 µM. AID 624168, 2012. alpha-DG glycosylation AlphaScreen (IIH6); 0% Pro5, 100% B10-LARGE cell signal;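 active means activation of at least 8% versus controls, or a plate z-score of at least 8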;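 further: Pro5 are CHO cells carrying HIG-tagged alpha-DG that lacks glycosylation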
Shn3 inh set2: reduction of Shn3 3'UTR firefly luciferase signal, primary screen, Schnurri-3 inhibitor project, cell-based, Clone20 osteoblasts, set 2 | Clone20 osteoblast Shn3 3'UTR firefly luciferase, 24 h | inhibition, % at 12.5 µM | actives 0.52% (n = 360,000) | AID 588674, 2011;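 active means mean inhibition of at least 75% with every replicate also reaching 75%; inconclusive means mean inhibition at least 75% but some replicate below; inactive means mean inhibition below 75%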;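 further: 0% = median of neutral control wells and 100% = pilot-screen positive control compound; some compounds past the cut are filed as inactive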
MITF TRPM1 inh: inhibitors of MITF-dependent TRPM1 promoter reporter, primary screen, cell-based, SK-MEL-5, single point, luciferase | SK-MEL-5 TRPM1 promoter luciferase, 24 h | inhibition, % at 12.5 µM | actives 0.83% (n = 330,000);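 active means mean inhibition across replicates of 60% or more, whatever share of single replicates reaches that level; inconclusive means some that reach 60%, reason not given; inactive means mean inhibition across replicates below 60%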; further: values of inactives mirror those of a sister screen read the other way
hiPSC survival: enhancers of single-cell hiPSC survival, primary screen, ATPlite luminescence; actives 0.044% (n = 360,000); 100% = ROCK inhibitor wells, 0% = DMSO; AID 602274, 2012; survival enhancement, % at 20 µM; in the data active means survival enhancement above about 18%;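 further: cells exposed to compounds for 16 hours before the ATP read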
Peg3 prom inh: Peg3 promoter-driven luciferase inhibitors, primary screen, cell-based, HeLa, luciferase luminescence | HeLa PEG-Prom luciferase reporter, overnight | inhibition, % at 20 µM | actives 1.7% (n = 360,000) | AID 588405, 2011;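 active means inhibition of at least 50% at 20 µM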
* hit, by the source's call; u = inconclusive; x = no result given.

SMILES	HIF-2a block	NR2E3 ag-1	NR2E3 ag-2	CF NFkB inh	TWEAK Fn14 block	KKLEB cytotox	aDG glyco up	Shn3 inh set2	MITF TRPM1 inh	hiPSC survival	Peg3 prom inh
CCCNC(=O)c1cc(OC)c(OC)cc1[N+](=O)[O-]	-8	1	-1	0	2	8	0.1	-2	11	-0.7	0
O=S(=O)(NNc1ccc(F)cc1F)c1cccc(Cl)c1	10	-12	0	-8	-2	-1	0.1	28	-1	-0.5	-3
COc1ccc(C2(C)NC(=O)N(CC(=O)NC3CCCC3)C2=O)cc1OC (centres undefined)	5	-7	5	-11	8	14	0.2	17	4	1.0	-9
CC1C(=O)C(C)C(c2cccs2)NC1c1cccs1 (centres undefined)	9	-10	5	18	14	-6	-0.1	12	3	1.9	10
NC(=O)C1CCCN(C(=S)NCc2ccc3c(c2)OCO3)C1 (centres undefined)	8	4	1	-2	-13	-6	0.1	13	21	0.1	2
O=C(N1CCN(c2ccc(F)cc2)CC1)C1(c2cccs2)CCOCC1	21	-8	0	19	-16	-1	0.0	2	-11	-1.4	-11
CCOC(=O)c1cccc(NC(=O)CCn2cccc2)c1	-17	-17	0	-4	-4	4	-0.3	12	6	2.7	8
CCOC(=O)Cn1nnc(-c2ccc(S(C)(=O)=O)cc2)n1	10	6	8	-4	-3	-2	-0.2	9	0	-2.3	19
CC(C)COc1ccc(C(=O)Nc2cc(S(=O)(=O)N3CCOCC3)ccc2N2CCCC2)cc1	-3	1	0	-1	-24	-12	-0.3	40	11	-0.2	16
Cc1ccccc1N1CC(C(=O)Nc2ccc(S(=O)(=O)N3CCOCC3)cc2)CC1=O (centres undefined)	-1	-3	5	6	16	2	0.0	2	11	0.2	2
O=C(Nc1cc(Cl)cc2c1-c1ccc(Cl)cc1C2O)C(Cl)Cl (centres undefined)	45*	15	x	-63	-90	8	0.0	49	0	0.2	95*
O=c1oc(-c2ccco2)nc2ccccc12	-3	-19	3	-4	-12	4	0.7	-2	3	1.5	0
Cc1ccc2nc(CSc3nc(C)nc4c3oc3ccccc34)[nH]c2c1	-1	-7	x	-26	-8	3	0.6	-2	32	1.4	-8
Cc1oc(-c2cc(F)ccc2F)nc1CN1CCCN(C(=O)c2ccco2)CC1	4	-12	3	5	6	-8	0.3	5	17	-0.2	9
NC(=O)N/N=C/c1cc(F)cc(F)c1	10	-13	3	3	1	-12	0.0	x	-10	0.3	-1
Cc1cc(-c2nnc(SCC(=O)N3C(C)CCCC3C)o2)no1 (centres undefined)	-35	5	-1	-4	8	-1	0.0	-36	-20	1.3	-15
O=CN1CCN(C(=O)CN2C(=O)c3ccccc3C2=O)CC1	15	-9	-1	7	-1	-1	1.2	-9	4	1.1	23
COc1ccc(C)cc1NC(=O)CC1COc2ccccc2O1 (centres undefined)	-10	10	0	22	-20	7	0.2	11	1	1.8	6
O=C(COc1ccc(-c2ccccc2)cc1)N1CCN(C(=O)c2cccnc2)CC1	6	-9	4	-21	3	2	-0.2	11	9	-4.4	8
CCOc1ccc(NS(=O)(=O)c2cc(C(=O)NCCN3CCOCC3)ccc2C)cc1	0	-17	x	-16	25	-14	-0.1	92*	-4	-0.6	-2
Cc1cccc(N(CC(=O)NC2CC2)S(=O)(=O)c2ccc(Cl)cc2)c1	11	1	3	-9	4	3	0.4	4	1	-0.3	13
COc1ccc2cc(CN(CCO)C(=O)c3ccccc3F)c(=O)[nH]c2c1	5	-18	0	-7	-6	1	-0.1	3	8	-2.0	21
CCOc1ccc(CCNC(=O)COC(=O)c2ccc(C)c([N+](=O)[O-])c2)cc1OCC	4	-27	1	10	-6	-8	-0.1	-34	5	0.2	9
Cc1ccc(S(=O)(=O)N2CCN(C(=O)CN3C(=O)NC4(CCCCC4)C3=O)CC2)c(C)c1	-5	4	-2	-4	5	-3	0.1	0	3	-0.1	4
CCc1cccc(CC)c1NC(=S)NCCc1c(C)[nH]c2ccc(C)cc12	2	71*	4	13	-36	5	0.2	17	3	0.7	69*

As entered above:
Result for NC(=O)C1CCCN(C(=S)NCc2ccc3c(c2)OCO3)C1 (centres undefined) in TWEAK Fn14 block: -13
Result for NC(=O)N/N=C/c1cc(F)cc(F)c1 in MITF TRPM1 inh: -10

Part of the list above, showing only hiPSC survival, CF NFkB inh and NR2E3 ag-1.
SMILES	hiPSC survival	CF NFkB inh	NR2E3 ag-1
Cc1cc(-c2nnc(SCC(=O)N3C(C)CCCC3C)o2)no1 (centres undefined)	1.3	-4	5
Cc1ccc(S(=O)(=O)N2CCN(C(=O)CN3C(=O)NC4(CCCCC4)C3=O)CC2)c(C)c1	-0.1	-4	4

Remaining list, next part.
SMILES	HIF-2a block	NR2E3 ag-1	NR2E3 ag-2	CF NFkB inh	TWEAK Fn14 block	KKLEB cytotox	aDG glyco up	Shn3 inh set2	MITF TRPM1 inh	hiPSC survival	Peg3 prom inh
CCc1nnc(NC(=O)c2ccc(S(=O)(=O)N3CCCC(C)C3)cc2)o1 (centres undefined)	19	25	3	-12	10	3	-0.1	-10	2	0.4	10
C=CCn1c(CC(=O)Nc2cccc(OC)c2)nnc1SCC(=O)NC1CCCCC1	3	-2	3	-2	-26	11	0.2	-11	0	3.7	12
[O-][N+]1=C(c2cccs2)CN(O)C1	13	-10	-1	-2	-7	8	0.4	-16	-14	-1.0	15
[O-][n+]1onc2c1CCc1c-2nc(-c2ccccc2)n1OCc1ccccc1	-20	-22	-2	9	-15	-11	0.2	8	21	-2.0	-2
COc1cc(NC(=O)c2cccs2)c(C(=O)OCC(=O)NC(=O)NCc2ccccc2)cc1OC	-9	-36	0	17	-27	-12	0.2	23	0	-4.4	1
CCOc1ncccc1C(=O)Nc1nnc(C)s1	-5	-36	-6	5	0	-1	0.1	-10	-29	1.2	-1
O=C(CNC(=O)c1ccco1)NCC(=O)OCC(=O)c1ccc(Cl)c([N+](=O)[O-])c1	-7	25	2	1	7	-5	0.0	-2	8	-0.3	-5
Cc1ccnn1CC(=O)N/N=C/c1ccc2c(c1)OCO2	-51	1	-2	-1	2	6	0.3	-31	-8	5.2	-23
Cc1c(CN2CCC(n3nccc3NC(=O)c3cccc(F)c3)CC2)cnn1C	7	1	0	-13	0	-8	-0.1	-4	0	0.6	15
COc1cccc(CC(NC(C)=O)C(=O)NC2CCN(S(=O)(=O)c3cccc4ccccc34)CC2)c1 (centres undefined)	-6	13	4	19	9	5	0.0	-2	2	-1.8	25
COc1ccc(-c2cc(C(=O)NCC3CCCO3)c3cc(C)ccc3n2)cc1 (centres undefined)	-170	-4	2	-27	-19	-9	-0.2	-27	-32	-2.9	-166
Nc1nc(Cl)cc(Sc2ccc(F)cc2)n1	-31	-12	0	28	-30	-15	0.3	-14	0	0.3	-21
CC(C)C[C@H]1CN=C(Nc2ccccc2)N1CC1CCC(C(C)(C)C)CC1 (some centres undefined)	4	-16	3	43	-35	-41	-0.4	-32	u	-4.4	103*
O=C(Nc1ccccc1Oc1ccccc1)c1ccc(Br)o1	-8	13	1	9	8	1	-0.1	20	-1	0.4	-3
OCCC#Cc1ccc(N2C(c3ccsc3)=Cc3ccc(F)cc3C2c2c[nH]c3ccccc23)cc1 (centres undefined)	-22	-33	x	x	11	x	0.1	x	x	-0.7	x
O=C(Nc1nncs1)C1(c2ccccc2)CCCC1	14	-7	2	1	-2	-4	-0.2	4	6	1.5	18
CCOc1cc(NC(=O)c2cccs2)c(OCC)cc1NC(=O)CCC(=O)NCCN1CCOCC1	10	-7	-1	-18	10	-1	-0.4	-8	1	0.9	-3
COc1ccc(NC(=O)c2cc(-c3ccncc3)nc3ccccc23)c(OC)c1	8	-33	x	-24	23	11	-0.3	-26	12	0.9	22
Cc1ccc(Cl)cc1N1CCN(C(=O)c2cc3c(=O)[nH]c4ccccc4c3n2C)CC1	1	-5	2	27	-15	-14	4.0	8	64*	-2.0	56*
O=c1[nH]c2cc3c(cc2cc1C(c1nnnn1Cc1ccccc1)N1CCCCCC1)OCCO3 (centres undefined)	20	-12	-3	3	13	3	-0.3	-38	24	1.2	11
CCN1C(=O)/C(=C\N2CCN(c3cccc(Cl)c3)CC2)SC1=S	-15	5	-1	40	-12	-37	-0.3	8	-18	-0.3	5
COc1ccc(-c2sc3cc(OC)c(OC)cc3c2C#CCCO)cc1	4	-28	0	11	-38	-11	0.0	22	-18	-0.8	-5
CC(=O)c1cccc(NC(=O)C(C)OC(=O)CCn2c(C)csc2=O)c1 (centres undefined)	13	-8	1	-2	-20	9	0.1	11	x	0.0	4
O=C(N1CCCCC1)N1CCC(c2nc3ccccc3[nH]2)CC1	5	-21	-3	-11	-3	4	0.0	-26	5	0.0	14
CN1C(=O)c2cccc3c(S(=O)(=O)Nc4ccccc4F)ccc1c23	-1	-27	-2	-40	43	-22	0.0	-13	13	0.1	8

3 of the entries above in order of their number in NR2E3 ag-1, lowest first:
canonical_smiles	NR2E3 ag-1
O=C(N1CCCCC1)N1CCC(c2nc3ccccc3[nH]2)CC1	-21
Cc1c(CN2CCC(n3nccc3NC(=O)c3cccc(F)c3)CC2)cnn1C	1
NC(=O)C1CCCN(C(=S)NCc2ccc3c(c2)OCO3)C1 (centres undefined)	4

Following part
SMILES	HIF-2a block	NR2E3 ag-1	NR2E3 ag-2	CF NFkB inh	TWEAK Fn14 block	KKLEB cytotox	aDG glyco up	Shn3 inh set2	MITF TRPM1 inh	hiPSC survival	Peg3 prom inh
NC(=O)/C(=C\c1ccco1)NC(=O)c1ccc(Br)o1	12	-20	-4	10	-7	-1	-0.1	-1	-7	0.0	9
COCc1cc(C)nc(OCC(=O)N/N=C/c2ccc(-c3cc([N+](=O)[O-])ccc3Cl)o2)c1C#N	2	-26	8	8	-10	-17	-0.2	4	4	-0.2	54*
Cc1nn(-c2ccccc2)c2[nH]c(=O)c(CNCC3CCCO3)cc12 (centres undefined)	20	-13	0	1	4	6	-0.2	9	6	-2.5	-1
CCOC(=O)Cn1nnnc1CN(CCc1ccccc1)Cc1cc2cc(CC)ccc2[nH]c1=O	-32	-6	2	-6	13	-3	0.2	1	-3	0.4	3
O=C(Nc1ccccc1)[C@@H]1[C@@H]2C(=O)N(c3ccc(F)cc3)C(=O)[C@@H]2[C@H]2C=CC=NN21	-22	-38	-1	-14	10	8	0.0	x	4	-0.5	-20
O=C(COc1ccc([N+](=O)[O-])cc1)Nc1cc(S(=O)(=O)N2CCCCC2)ccc1N1CCCCC1	13	14	2	-7	-27	-14	0.2	16	2	0.6	18
